Screens: PubChem BioAssay, Broad Institute
BioA inh: inhibitors of Mycobacterium tuberculosis BioA enzyme. purified M. tuberculosis BioA enzyme, plate reader. inhibition, % at 9.99 µM. actives 0.096% (n = 360,000). AID 602481; in the data active means inhibition above about 40%
Numbers without * were called inactive.

structure: COc1ccc(CN2C[C@@H](O)COC[C@H]3O[C@@H](CC(=O)NCCN4CCCC4)CC[C@@H]32)cc1
  BioA inh = -2.1
structure: Cc1ccccc1-c1ccc([C@@H]2[C@H](CO)N3CCCCN(S(C)(=O)=O)C[C@@H]23)cc1
  BioA inh = 1.4
structure: C[C@@H](NC(=O)C[C@@H]1C=C[C@H](NC(=O)Nc2ccc3c(c2)OCO3)[C@H](CO)O1)c1ccccc1
  BioA inh = 0.9
structure: C[C@H](NC(=O)C[C@H]1CC[C@H]2[C@@H](COC[C@@H](O)CN2C(=O)Nc2cccc(F)c2)O1)c1ccccc1
  BioA inh = 6.5
structure: C[C@H](CO)N1C[C@H](C)[C@H](CN(C)CC2CC2)Oc2ccc(NC(=O)CCC(F)(F)F)cc2CC1=O
  BioA inh = 0.6
structure: C[C@H](CO)N1C[C@H](C)[C@H](CN(C)S(C)(=O)=O)OCCCC[C@H](C)Oc2ccc(NC(=O)c3ccccc3)cc2C1=O
  BioA inh = -1.5
structure: C[C@@H]1CN([C@H](C)CO)C(=O)c2cc(C3=CCCCC3)cnc2O[C@H]1CN(C)C(=O)c1ccccn1
  BioA inh = 2.2
structure: C[C@@H]1CN([C@@H](C)CO)C(=O)c2c(c3ccccc3n2C)-c2ccccc2CO[C@@H]1CN(C)Cc1cccnc1
  BioA inh = 3.3
structure: N#Cc1cccc(-c2ccc3c(c2)[C@H]2[C@H](CCN2C(=O)c2ccncc2)[C@H](CO)N3)c1
  BioA inh = -6.5
structure: Cc1ccc(S(=O)(=O)N[C@@H]2CC[C@H](CC(=O)N3CCC(Cc4ccccc4)CC3)O[C@H]2CO)cc1
  BioA inh = 2.6

structure: COc1cccc(C#Cc2cnc3c(c2)C(=O)N([C@@H](C)CO)C[C@H](C)[C@H](CN(C)C(=O)C2CC2)O3)c1
  BioA inh = 2.9
structure: Cc1noc(C)c1NC(=O)N(C)C[C@@H]1OCCCC[C@H](C)Oc2ccc(NS(=O)(=O)c3cccs3)cc2C(=O)N([C@@H](C)CO)C[C@H]1C
  BioA inh = 6.1
structure: Cc1cccc(S(=O)(=O)N2C[C@H](O)COC[C@H]3O[C@H](CC(=O)N4CCN(C)CC4)CC[C@@H]32)c1
  BioA inh = -2.5
structure: C[C@@H]1CN([C@H](C)CO)C(=O)c2cc(NC(=O)C3CC3)ccc2O[C@@H]1CN(C)Cc1ccc(Cl)c(Cl)c1
  BioA inh = -2.1
structure: CO[C@@H]1CN(C)C(=O)c2ccc(NC(=O)c3cc(C)on3)cc2OC[C@@H](C)N(C(C)=O)C[C@H]1C
  BioA inh = 2.3
structure: COc1ccc(CN(C)C[C@@H]2Oc3ccc(NS(=O)(=O)c4ccc(C)cc4)cc3C(=O)N([C@H](C)CO)C[C@H]2C)cc1
  BioA inh = 0.0
structure: COc1cccc(-c2cnc3c(c2)C(=O)N([C@H](C)CO)C[C@H](C)[C@H](CN(C)C(=O)CC2CC2)O3)c1
  BioA inh = 2.1
structure: C[C@H](CO)N1C[C@H](C)[C@H](CN(C)S(=O)(=O)c2ccc(F)cc2)OCCCC[C@H](C)Oc2ccc(NC(=O)CCCN(C)C)cc2C1=O
  BioA inh = 0.1
structure: C[C@H]1CN([C@@H](C)CO)C(=O)c2cccc(NS(C)(=O)=O)c2O[C@H]1CN(C)C(=O)Nc1ccccc1
  BioA inh = 2.3
structure: CCS(=O)(=O)N1[C@H](CO)[C@H](c2ccc(C#CC(C)C)cc2)[C@@H]1C#N
  BioA inh = -1.0

structure: Cc1ccc(S(=O)(=O)N(C)C[C@H]2OCCCC[C@@H](C)Oc3ccc(NC(=O)CCCN(C)C)cc3C(=O)N([C@H](C)CO)C[C@@H]2C)cc1
  BioA inh = 3.0
structure: CNC[C@@H]1Oc2c(NC(=O)c3ccc(-c4nccs4)cc3)cccc2C(=O)N([C@H](C)CO)C[C@@H]1C
  BioA inh = -3.9
structure: C[C@@H]1CN([C@@H](C)CO)C(=O)c2cc(-c3ccc(F)cc3)cnc2O[C@H]1CN(C)C(=O)Nc1ccccc1F
  BioA inh = 0.6
structure: O=C(Nc1ccccc1)N[C@@H]1CC[C@@H](CCNS(=O)(=O)c2ccccc2F)O[C@H]1CO
  BioA inh = 1.1
structure: C[C@H]1CN([C@@H](C)CO)C(=O)c2cc(NS(=O)(=O)c3cccs3)ccc2O[C@@H]1CN(C)C(=O)Nc1ccc2c(c1)OCO2
  BioA inh = -0.4
structure: COc1ccccc1S(=O)(=O)N[C@H]1CC[C@H](CCn2cc(C3CCCCC3)nn2)O[C@H]1CO
  BioA inh = 0.8
structure: O=C(NCc1ccccc1)[C@@]1(Cc2ccccc2)COC(c2ccc(OCCCO)cc2)=N1
  BioA inh = -0.4
structure: O=C(C[C@H]1CC[C@@H]2[C@H](COC[C@@H](O)CN2CC2CC2)O1)NCC1CC1
  BioA inh = -1.0
structure: CCOC(=O)[C@@H]1[C@@H]2NC(=S)N[C@@]1(C)Oc1ccccc12
  BioA inh = -0.9
structure: C[C@H](CO)N1C[C@H](C)[C@H](CN(C)S(=O)(=O)c2cccs2)Oc2ccc(NC(=O)Nc3ccc(C(F)(F)F)cc3)cc2C1=O
  BioA inh = -0.7

structure: C[C@@H]1CN([C@@H](C)CO)C(=O)Cc2cc(NC(=O)Nc3cccc4ccccc34)ccc2O[C@H]1CN(C)C(=O)Nc1ccc(F)cc1
  BioA inh = 0.7
structure: COCC(=O)Nc1ccc2c(c1)C(=O)N(C)C[C@H](OC)[C@H](C)CN(C(=O)c1cccnc1)[C@@H](C)CO2
  BioA inh = -0.4
structure: C[C@H](CO)N1C[C@H](C)[C@H](CN(C)C(=O)Nc2cccc3ccccc23)Oc2c(NS(=O)(=O)c3cn(C)cn3)cccc2C1=O
  BioA inh = 0.8
structure: C[C@@H]1CN([C@@H](C)CO)C(=O)c2cc(C#CC(C)(C)O)cnc2O[C@H]1CN(C)C(=O)C1CCC1
  BioA inh = -3.9
structure: N#C[C@H]1[C@H](c2ccc(C3=CCCCC3)cc2)[C@@H](CO)N1C(=O)CN1CCOCC1
  BioA inh = -1.2
structure: C[C@@H]1CCCCO[C@H](CN(C)C(=O)C2CCCCC2)[C@H](C)CN([C@H](C)CO)C(=O)c2cc(NC(=O)C3CCCCC3)ccc2O1
  BioA inh = 2.6
structure: C[C@H]1CCCCO[C@@H](CN(C)C(=O)NC2CCCCC2)[C@@H](C)CN([C@@H](C)CO)C(=O)c2cc(NS(C)(=O)=O)ccc2O1
  BioA inh = 4.9
structure: CC(C)NC(=O)N(C)C[C@H]1Oc2ccc(NC(=O)Nc3ccc4c(c3)OCO4)cc2CC(=O)N([C@@H](C)CO)C[C@@H]1C
  BioA inh = -2.1
structure: C[C@@H]1CN([C@@H](C)CO)C(=O)c2cc(-c3ccc(F)cc3)cnc2O[C@H]1CN(C)CC1CCOCC1
  BioA inh = -2.0
structure: COc1ccc(S(=O)(=O)Nc2ccc3c(c2)C(=O)N([C@H](C)CO)C[C@@H](C)[C@H](CN(C)Cc2ccccc2)OCCCC[C@H](C)O3)cc1
  BioA inh = 7.0

structure: C[C@@H]1CCCCO[C@H](CN(C)C)[C@@H](C)CN([C@@H](C)CO)C(=O)c2cc(NS(=O)(=O)c3ccc(Cl)cc3)ccc2O1
  BioA inh = -1.4
structure: C[C@@H]1CN([C@H](C)CO)S(=O)(=O)c2ccc(-c3ccccc3)cc2O[C@H]1CN(C)C
  BioA inh = -1.0
structure: CC(C)NC(=O)N[C@H]1C=C[C@@H](CC(=O)NCc2ccc(Oc3ccccc3)cc2)O[C@@H]1CO
  BioA inh = -0.4
structure: C[C@H](CO)N1C[C@H](C)[C@H](CN(C)S(=O)(=O)c2cn(C)cn2)Oc2c(NS(=O)(=O)c3cn(C)cn3)cccc2C1=O
  BioA inh = -0.7
structure: O=C(C[C@@H]1C[C@@H]2c3cc(NC(=O)C4CCC4)ccc3O[C@@H]2[C@H](CO)O1)NCCN1CCCCC1
  BioA inh = -1.9
structure: C[C@H](NC(=O)[C@@H]1[C@@H](CO)[C@@H]2Cn3c(ccc(-c4cccnc4)c3=O)[C@@H]2N1C)c1ccccc1
  BioA inh = 4.9
structure: O=S(=O)(c1ccccc1)N1CCCCN2[C@H](CO)[C@H](c3ccc(-c4cncnc4)cc3)[C@H]2C1
  BioA inh = 2.4
structure: CC=Cc1ccc2n(c1=O)C[C@@H]1[C@@H](CO)[C@H](C(=O)N[C@@H](C)c3ccccc3)N(C(=O)c3ccccn3)[C@H]21 (mixture of isomers)
  BioA inh = -0.8
structure: O=C(C[C@@H]1CC[C@H]2[C@@H](COC[C@H](O)CN2S(=O)(=O)c2cccc(F)c2)O1)Nc1ccccc1
  BioA inh = 2.4
structure: C[C@@H]1CN([C@H](C)CO)C(=O)c2cc(C3=CCCCC3)cnc2O[C@H]1CN(C)Cc1ccccc1C(=O)O
  BioA inh = -1.6

In another format: entries from further up.
SMILES	BioA inh
C[C@H](NC(=O)[C@@H]1[C@@H](CO)[C@@H]2Cn3c(ccc(-c4cccnc4)c3=O)[C@@H]2N1C)c1ccccc1	4.9
O=S(=O)(c1ccccc1)N1CCCCN2[C@H](CO)[C@H](c3ccc(-c4cncnc4)cc3)[C@H]2C1	2.4
CC=Cc1ccc2n(c1=O)C[C@@H]1[C@@H](CO)[C@H](C(=O)N[C@@H](C)c3ccccc3)N(C(=O)c3ccccn3)[C@H]21 (mixture of isomers)	-0.8
O=C(C[C@@H]1CC[C@H]2[C@@H](COC[C@H](O)CN2S(=O)(=O)c2cccc(F)c2)O1)Nc1ccccc1	2.4

Next section
structure: C[C@H](CO)N1C[C@H](C)[C@H](CN(C)Cc2ccc(-c3ccccc3)cc2)Oc2ccc(NC(=O)Nc3cccc4ccccc34)cc2CC1=O
  BioA inh = -4.3
structure: C[C@H](NC(=O)C[C@@H]1CC[C@@H]2[C@H](COC[C@@H](O)CN2C(=O)Nc2cccc(Cl)c2)O1)c1ccccc1
  BioA inh = 0.8
structure: CN1CCN(C(=O)C[C@H]2CC[C@H]3[C@H](COc4ccc(NC(=O)c5cccs5)cc4C(=O)N3C)O2)CC1
  BioA inh = -1.7
structure: COC(=O)[C@@H]1[C@@H](CO)[C@@H]2Cn3c(ccc(C4=CCCCC4)c3=O)[C@@H]2N1C(=O)C1CC1
  BioA inh = -0.8
structure: COc1ccccc1CNC(=O)C[C@H]1C[C@@H]2c3cc(NC(=O)Nc4ccc(C(F)(F)F)cc4)ccc3O[C@@H]2[C@H](CO)O1
  BioA inh = -0.7
structure: C[C@H](CO)N1C[C@H](C)[C@H](CN(C)C(=O)Nc2ccc3c(c2)OCO3)Oc2ncc(C#CC3(O)CCCC3)cc2C1=O
  BioA inh = -0.8
structure: Cc1noc(C)c1NC(=O)N[C@@H]1C=C[C@@H](CC(=O)Nc2ccc(-c3ccccc3)cc2)O[C@@H]1CO
  BioA inh = 1.1
structure: C[C@H]1CN([C@@H](C)CO)C(=O)c2cccc(NS(=O)(=O)c3ccccc3)c2O[C@@H]1CN(C)CC1CCCCC1
  BioA inh = -0.5
structure: COc1ccc(NC(=O)N(C)C[C@@H]2OCCCC[C@@H](C)Oc3ccc(NC(=O)CCCN(C)C)cc3C(=O)N([C@H](C)CO)C[C@@H]2C)cc1
  BioA inh = -1.2
structure: CC(=O)NC[C@H]1[C@@H](c2ccc(-c3ccccc3)cc2)[C@@H](CO)N1C(=O)C1CC1
  BioA inh = -6.2

structure: C[C@@H]1CN([C@H](C)CO)C(=O)c2cc(NC(=O)Nc3ccc(F)cc3)ccc2O[C@H]1CN(C)Cc1ccccc1
  BioA inh = -4.2
structure: C[C@@H]1CN([C@H](C)CO)C(=O)Cc2cc(NC(=O)Nc3ccccc3)ccc2O[C@H]1CN(C)Cc1ccc(-c2ccccc2)cc1
  BioA inh = 2.6
structure: O=C(C[C@@H]1CC[C@H]2[C@@H](COC[C@@H](O)CN2C(=O)c2ccccc2)O1)NC1Cc2ccccc2C1
  BioA inh = -1.3
structure: C[C@H](CO)N1C[C@H](C)[C@H](CN(C)CC2CCCCC2)Oc2c(NS(=O)(=O)c3ccccc3)cccc2C1=O
  BioA inh = -1.3
structure: COc1ccc(S(=O)(=O)Nc2ccc3c(c2)C(=O)N([C@H](C)CO)C[C@@H](C)[C@H](CN(C)S(=O)(=O)c2cn(C)cn2)O3)cc1
  BioA inh = 2.2
structure: Cc1noc(C)c1NC(=O)Nc1cccc2c1O[C@@H](CN(C)Cc1ccccc1)[C@H](C)CN([C@H](C)CO)C2=O
  BioA inh = -1.0
structure: C[C@H](CO)N1C[C@H](C)[C@@H](CN(C)C(=O)Nc2cccc3ccccc23)Oc2ccc(NC(=O)Cn3cnnn3)cc2C1=O
  BioA inh = 0.3
structure: C[C@@H]1CN([C@@H](C)CO)S(=O)(=O)c2ccc(C#C[C@@H](C)O)cc2O[C@@H]1CN(C)C(=O)c1ccncc1
  BioA inh = 0.4
structure: C[C@@H](O)C#Cc1cnc2c(c1)C(=O)N([C@@H](C)CO)C[C@H](C)[C@@H](CN(C)C(=O)CN1CCOCC1)O2
  BioA inh = -3.4
structure: CC(C)NC(=O)N(C)C[C@H]1Oc2ccc(NC(=O)Cc3ccccc3)cc2C(=O)N([C@@H](C)CO)C[C@@H]1C
  BioA inh = -2.1

structure: NCC[C@@H]1CC[C@@H](NC(=O)NC2CCCCC2)[C@H](CO)O1
  BioA inh = -2.9
structure: Cc1noc(C)c1S(=O)(=O)Nc1ccc2c(c1)C(=O)N([C@H](C)CO)C[C@@H](C)[C@@H](CN(C)C(=O)NC(C)C)OCCCC[C@H](C)O2
  BioA inh = -0.8
structure: C[C@H](CO)N1C[C@H](C)[C@@H](CN(C)C)Oc2cc(-c3cccnc3)ccc2S1(=O)=O
  BioA inh = 0.0
structure: CC(C)NC(=O)Nc1ccc2c(c1)C(=O)N([C@@H](C)CO)C[C@@H](C)[C@@H](CN(C)Cc1ccc(C(F)(F)F)cc1)OCCCC[C@@H](C)O2
  BioA inh = 1.0
structure: C[C@H](CO)N1C[C@H](C)[C@H](CN(C)S(=O)(=O)c2cn(C)cn2)Oc2c(NC(=O)C3CC3)cccc2C1=O
  BioA inh = -4.2
structure: C[C@H](CO)N1C[C@H](C)[C@@H](CN(C)S(=O)(=O)c2ccc(F)cc2)Oc2ccc(NS(C)(=O)=O)cc2C1=O
  BioA inh = -1.3
structure: COCC#Cc1cnc2c(c1)C(=O)N([C@@H](C)CO)C[C@@H](C)[C@@H](CN(C)C(C)=O)O2
  BioA inh = 0.8
structure: COc1ccc(CN(C)C[C@@H]2OCCCC[C@@H](C)Oc3ccc(NC(=O)Nc4ccc(F)cc4)cc3C(=O)N([C@@H](C)CO)C[C@H]2C)cc1
  BioA inh = -1.3

Not all compounds are listed; count on the stated rates, not on these rows.
